Screening data as filed in PubChem.
Pf Dd2 growth – qHTS Primary assay for Inhibitors of Plasmodium falciparum Dd2 growth in vitro; P. falciparum Dd2 growth, SYBR Green, 72 h; Potency, µM (top dose mostly 28.9 µM), inactives show top-dose activity, negative = inhibition, hits mostly inhibitors; 120,000 compounds, 4.3% hits; AID 1347417, 2020; active means well fitted inhibition curve with a large enough effect; inconclusive means small, poorly fitted or top-dose-only effect; inactive means no such curve, though single readings can be large or run the other way;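 further: plate controls were DMSO vehicle for no effect and reference drug for full effect; nearly all actives have a fitted effect of over 65% in size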
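Infected erythrocytes (Dd2, 0.3% parasitemia, 2.5% hematocrit final) are added to compound in RPMI-1640/Albumax II medium, grown 72 h at 37C in low oxygen, then lysed with saponin/Triton-X containing SYBR Green and read by fluorescence.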
* = called active by the depositor; i = inactive; ? = inconclusive; [ ] = remark or other dose. Potency means the concentration at half of the fitted maximal effect.

mol	Pf Dd2 growth
CN(C(=O)Cn1c2c(c(=O)n1Cc1ccccc1)CCN(Cc1ccccc1)C2)c1ccccc1	i
O=C(Nc1ccc(-c2nnc3n2CCCC3)cc1)c1cc(F)ccc1F	i
COc1cccc(-n2ccn(CC(=O)c3ccc(F)cc3)c(=O)c2=O)c1	61%[activator]
O=C1CC2(CCN(Cc3cccc(-c4ccccc4)c3)C2)C(=O)N1 (configuration not stated)	-19%
CN(C)C[C@@H]1CN(Cc2ccncc2)C[C@H]1NC(=O)c1cc(F)cc(F)c1	-29%
O=C(Cn1c(=O)c(C(F)(F)F)nc2ccccc21)Nc1ccc(Br)cc1F	-1%
Cc1cc(S(=O)(=O)N(C)CC2CCOCC2)ccc1F	18%
CCOc1cc(C(=O)OCc2cc(=O)n3c(C)csc3n2)cc(OCC)c1OCC	60%[activator]
CC(C)(C)NC(=O)N1CCC(C2CCNC2)CC1 (configuration not stated)	22%
CCN(CC)CCN(C(=O)c1ccco1)c1nc2ccc(Cl)cc2s1	-5%
CCOc1ccc(C(=O)Nc2ccc3oc(-c4ccc(Br)cc4)nc3c2)cc1	9%
CCC(=O)N1CCC(O)(c2ccccc2)[C@H](N2CCCC2)C1 (some centres not stated)	?
O=C(Nc1ccc(Oc2ccccc2)cc1)c1ccc(F)c(S(=O)(=O)N2CCN(c3ccccc3F)CC2)c1	?
O=C1NC2(CCN(Cc3ccc(F)cc3)C2)Oc2ccccc21 (configuration not stated)	11µM*
COc1cccc(N2C(=O)NC(=NC3CCCC3)C23CCN(Cc2cccn2C)C3)c1 (configuration not stated)	10µM*
CC(=O)N1CCC(N2CCC3(CC2)CN(Cc2ccccc2)CC3CO)CC1 (configuration not stated)	22%
COc1ccc2[nH]c(=O)c(CN(C(=O)c3cccc(Cl)c3)c3ccccc3OC)cc2c1	?
Cc1c(F)cccc1NC(=O)N1CC2CC(C1)[C@H]1CCCC(=O)N1C2 (some centres not stated)	-10%
CCc1ccc(NC(=O)c2cc(S(=O)(=O)N3CCCCC3)c[nH]2)cc1	10%
COc1cccc(OCc2cc(=O)n3c(-c4ccccc4)csc3n2)c1	-1%
O=S(=O)(NCC1CCOCC1)c1cccc(F)c1	46%[activator]
O=C(NCCc1csc(-c2cccnc2)n1)c1ccccc1	41%[activator]
Cc1nc2ccccc2n1Cc1cc(C(=O)N2CCN(C)C(=O)[C@@H]2C)n[nH]1	-11%
Cc1[nH]cnc1CN1CCCC(C(=O)Nc2ccc(-c3cccc(F)c3)cc2)C1 (configuration not stated)	10µM*
CCCCN(CCCC)CCNC(=O)c1cn(C)c2ccc(S(=O)(=O)N3CCCC3)cc2c1=O	i
COc1ccc(/C=C/C(=O)Nc2sc(C)c(C)c2C(=O)O)cc1	36%[activator]
Cn1cnc(C(=O)N2CCCN(S(C)(=O)=O)c3ccccc32)c1	23%
COc1cc(OC)c(NC(=O)Nc2c(C)n(C)n(-c3ccccc3)c2=O)cc1Cl	19%
O=C(COc1ccccc1)N[C@H]1CO[C@H]2[C@@H]1OC[C@@H]2n1cc(CC2CCCCC2)nn1	i
CCC(C)NC(=O)CCSc1nc(-c2ccc3c(c2)OCO3)cc(C(F)(F)F)n1 (configuration not stated)	?
CC(C)(CC(=O)O)CC(=O)N1C[C@@H]2C[C@H](C1)c1c(-c3cccs3)ccc(=O)n1C2	-10%[44.1 µM]
COc1ccc(Cn2c(C3CCN(C(=O)c4cc(F)ccc4F)CC3)n[nH]c2=O)cc1	-15%
Cc1ccccc1C(=O)N[C@H]1[C@H](O)[C@H](O)C[C@@H]1c1ccccc1C	?
CNC(=O)N1CCC(C2CCN(C(=O)c3cccc(C#N)c3)C2)CC1 (configuration not stated)	-3%
COc1ccc(C(=O)NCCc2ncc(C)n2C2CCC2)c(OC)n1	?
COCC1CN(C(=O)COc2ccccc2)CC12CCNCC2 (configuration not stated)	19%
COCC[C@]1(O)CCN(C(=O)CSc2ccccc2)C[C@H]1C	-6%
CC(C)c1nc2nccc(-c3ccco3)n2n1	3%
Cc1ccc(-c2nc(C3CC(=O)N(c4ccc(F)cc4)C3)no2)c(C)c1 (configuration not stated)	15%
CN(C(=O)Cn1c(=O)n(Cc2ccc(C(=O)NCc3ccc4c(c3)OCO4)cc2)c(=O)c2ccccc21)c1ccccc1	?
CN1CC(=O)N(c2ccccc2F)Cc2c1ncnc2N1CCC(c2ccccc2)CC1	i
COc1ccc(CNC(=O)Cn2ccc3cc(S(=O)(=O)N4CCCCC4)ccc32)cc1OC	i
COc1ccc(-c2nc(CCNC(=O)Cc3ccc(F)cc3)cs2)cc1	?
CCN(CC)C[C@H]1O[C@H](Cc2cc(-c3ccccc3)on2)CC[C@@H]1O	?
CC(C)NC(=O)C1COC2(CCCCC2)N1C(=O)Cc1ccccc1 (configuration not stated)	8%
Cc1cc2c(cc1S(=O)(=O)NCc1ccccc1)OCC(=O)N2	2%
CS(=O)(=O)N(C1CC1)C1CCOC2(CCN(C(=O)c3cc(F)ccc3F)CC2)C1 (configuration not stated)	-24%
CC(C)CCN1CCCC2(C1)NC(=O)c1ccccc1O2 (configuration not stated)	?
CCCCNc1sc(S(=O)(=O)CC)nc1S(=O)(=O)c1ccc(C)cc1	11µM*
CCOc1ccc(CCNCc2c(C(=O)O)n(Cc3ccc(C)cc3)c3cc(OC)ccc23)cc1	11µM*
CN(C)Cc1cc(C[C@@H]2C[C@H](NC(=O)C3CCCC3)C2(C)C)no1	i
CCC1CN(C(=O)C2CCN(S(=O)(=O)c3c(C)noc3/C=C/c3ccccc3F)CC2)c2cc(Cl)ccc2O1 (configuration not stated)	?
CCCC(C)c1c(-c2ccccc2)ncn1CCNC(C)=O (configuration not stated)	?
CCc1ccc(CN2CCOCC(CO)C2)nc1 (configuration not stated)	12%
COc1ccc(CC(=O)N2CCn3c(nn(-c4ccc(C)cc4)c3=O)C2)cc1	-15%
CCOC(=O)COc1ccc([N+](=O)[O-])cc1-c1ccnc2cc(-c3ccc(Cl)cc3)nn12	10%
COCCNC(=O)c1ccc2nnc(-c3cncc(Cl)c3)n2c1	146%[activator]
Cc1nc(C(=O)N2CC[C@H](NC(=O)c3cnccn3)C[C@H]2C(=O)N[C@@H](Cc2cccs2)C(N)=O)cs1	-12%
CCNC(=O)CN1CCN(c2nccc(C3CCCC3)n2)CC1	?
c1coc(-c2nc3n(n2)C2(CCCCC2)[C@@H]2CCCC[C@@H]2N3)c1	39%[activator]

Additional results follow:
mol	Pf Dd2 growth
Cc1ncsc1CN1CCCCCNC(=O)[C@@H]2CCC[C@@H]21	i
CC(C)C[C@@H](NC(=O)C1=C[C@@H](NC(=O)NC2CCCCC2)[C@@H](O)[C@H](O)C1)C(N)=O	-19%[44.1 µM]
COc1ccc(-c2ccc3nnc(CNC(=O)c4ccco4)n3n2)cc1	i
Cc1nc2sc(C(=O)N(C)Cc3ccccc3)c(NC(=O)c3ccccc3)c2c(C)c1Cl	26%
Cc1nc2cc(N3CCCC(C(=O)NCc4ccc(N(C)C)cc4)C3)cnc2nc1C (configuration not stated)	-3%
O=C(CSc1nc2c([nH]c3ccccc32)c(=O)n1-c1ccc(Cl)cc1)N1CCCCCC1	12%
COc1ccc(CC(=O)NCCc2csc(-c3ccc(Cl)cc3)n2)cc1	-13%
COc1cccc(CCC(=O)N2CCC(c3noc(-c4cnccn4)n3)C2)c1 (configuration not stated)	i[5.79 µM]
CSCC(=O)N1C[C@@H](NC(=O)NC(C)C)C[C@H]1C(=O)N[C@@H](Cc1cccs1)C(N)=O	18%
Cc1cc(C(=O)N[C@@H]2C[C@H](COc3ccc(S(C)(=O)=O)cc3)[C@@H](O)[C@H]2O)nn1C	-5%[44.1 µM]
COc1ccc(Cl)cc1C(=O)NCc1nnc2cc(-c3nc(C4CC4)no3)ccn12	30%[activator]
CC(=O)c1cccc(-n2c(=O)c3c4c(sc3n(CC(=O)Nc3ccccc3F)c2=O)CN(C(C)=O)CC4)c1	17%
O=C1N(CCc2ccccc2)c2ccccc2C12CCN(Cc1ccncc1)C2 (configuration not stated)	?
Cc1n[nH]c(C)c1CCCN(C)c1cc(C2CC(N)C2)nc(N)n1 (configuration not stated)	-10%
Cc1cc(C)c(CNC(=O)c2cc(-c3ccccc3C)cc3c2OCCN3C(C)C)c(=O)[nH]1	-17%
CCC1CCCCN1C(=O)CSc1n[nH]c(-c2ccccc2Cl)n1 (configuration not stated)	-4%
CNCCN1C(=O)CC[C@H]2CN(C(=O)CN3CC(=O)NC3=O)CC[C@H]21	-13%
C[S+](=O)([O-])N1CCC2(CC1)CC(c1cccnc1)=NO2	31%[activator]
CCOC(=O)C1CCN(C(=O)c2c[nH]c3ncccc23)CC1	0%[44.1 µM]
COC(=O)[C@@H]1CCCN1c1ccc(-c2nc(-c3ccccc3F)no2)cn1	?
COc1ccc(OC)c(NC(=O)[C@H](CSCc2ccccc2)N2Cc3ccccc3C2=O)c1	-30%
CCc1nc2nccc(-c3ccco3)n2n1	-3%
O=C1N(Cc2cccnc2)C[C@H]2CN(Cc3ccc(C(F)(F)F)cc3)CCN12	-4%[44.1 µM]
CN(C)Cc1ccccc1CN(C)c1nc(-c2cccnc2)nc2c1CNC2	?
O=S(=O)(NC[C@H]1C[C@@H]2CCN1C[C@@H]2CN1CCCCC1)c1ccc(Cl)cc1	-9%[44.1 µM]
O=C(CCC1CCN(S(=O)(=O)c2ccccc2F)CC1)NCc1ccncc1	5%
O=C1NCCN1C1CCN(S(=O)(=O)c2cccs2)CC1	15%
Cc1cc(F)ccc1S(=O)(=O)Nc1ccc2oc3c(c2c1)CC(C)CC3 (configuration not stated)	?
CN(C)C(=O)c1ccc(OC2CCN(C(=O)c3cccs3)CC2)nc1	?
COc1ccc(OC)c(-c2nnc3n(Cc4ccc(C)cc4)c(=O)c4ccccc4n23)c1	?

(next part)
SMILES	Pf Dd2 growth
O=C(NCc1ccncc1)C1CN(Cc2ccccc2Br)CC12CCOCC2 (configuration not stated)	?
CCC1=Nc2cc(C(=O)NCCc3ccccc3)ccc2Sc2ccc(Cl)cc21	?
CCN1CCN(c2ccc3nnc(C4CCC4)n3n2)CC1	-17%
CCOc1ccc(CCNC(=O)c2c(C)oc3ncn(C)c(=O)c23)cc1	21%
O=C1NCCCCCN(C(=O)c2ccccn2)[C@H]2CCC[C@@H]12	1%
O=C(c1ccc2n[nH]nc2c1)N1CCC2(CC1)Nc1ccccc1NC2=O	-11%
Cc1ccc(S(=O)(=O)n2nc(C)c(S(=O)(=O)N3CCCCCC3)c2C)cc1C	20%
Cc1ccc(C)c(NC(=O)CSc2ncc3c(n2)-c2ccc(Cl)cc2N(C)S3(=O)=O)c1	?
CN(C)C(=O)c1cccnc1OC1CCN(CCc2ccccc2)CC1	?
COc1ccc(Cl)cc1NC(=O)CCc1c(C)nc2c(c1C)c(=O)n(C)c(=O)n2C	-2%
O=C(CCCc1ccccc1)N1CCC2(CC1)CC(O)CCO2 (configuration not stated)	32%[activator]
O=C(NCc1cccc(F)c1)c1ccc2nc(CCc3ccccc3)oc2c1	5%
CNS(=O)(=O)c1cn(CC(=O)Nc2ccc(OC)c(Cl)c2)cc1S(=O)(=O)NC	11%
COc1cc2nc(SCc3ccc(C)cc3)n3nc(CCn4nc(C)cc4C)nc3c2cc1OC	?
CCC(C)(C)C(=O)NC1CCN(c2cnn(CC3CC3)c(=O)c2)CC1	-6%
Cc1cc(C(F)(F)F)nc(CCNC(=O)C2NCCc3[nH]cnc32)n1 (configuration not stated)	1%
CCc1nc(-c2c3n(c(=O)n(Cc4cccc(Br)c4)c2=O)CCCC3)no1	?
COc1cccc(CCNC(=O)Cn2c(-c3cccs3)cc3ccccc32)c1	?
NC(=O)[C@@H]1CN(C2CCSCC2)C[C@H]1COc1ccccc1	i
CCCS(=O)(=O)NC[C@H]1C[C@@H]2CCN1C[C@@H]2c1cc(C2CCCCC2)nn1C	?
O=C(O)C1(CCc2ccccc2)CCCN(c2ncnc3nc[nH]c23)C1 (configuration not stated)	-12%

By substructure, the compounds so far containing an NH in an aromatic ring.
SMILES	Pf Dd2 growth
COc1ccc2[nH]c(=O)c(CN(C(=O)c3cccc(Cl)c3)c3ccccc3OC)cc2c1	?
CCc1ccc(NC(=O)c2cc(S(=O)(=O)N3CCCCC3)c[nH]2)cc1	10%
Cc1nc2ccccc2n1Cc1cc(C(=O)N2CCN(C)C(=O)[C@@H]2C)n[nH]1	-11%
Cc1[nH]cnc1CN1CCCC(C(=O)Nc2ccc(-c3cccc(F)c3)cc2)C1 (configuration not stated)	10µM*
COc1ccc(Cn2c(C3CCN(C(=O)c4cc(F)ccc4F)CC3)n[nH]c2=O)cc1	-15%
O=C(CSc1nc2c([nH]c3ccccc32)c(=O)n1-c1ccc(Cl)cc1)N1CCCCCC1	12%
Cc1n[nH]c(C)c1CCCN(C)c1cc(C2CC(N)C2)nc(N)n1 (configuration not stated)	-10%
Cc1cc(C)c(CNC(=O)c2cc(-c3ccccc3C)cc3c2OCCN3C(C)C)c(=O)[nH]1	-17%
CCC1CCCCN1C(=O)CSc1n[nH]c(-c2ccccc2Cl)n1 (configuration not stated)	-4%
CCOC(=O)C1CCN(C(=O)c2c[nH]c3ncccc23)CC1	0%[44.1 µM]
O=C(c1ccc2n[nH]nc2c1)N1CCC2(CC1)Nc1ccccc1NC2=O	-11%
Cc1cc(C(F)(F)F)nc(CCNC(=O)C2NCCc3[nH]cnc32)n1 (configuration not stated)	1%
O=C(O)C1(CCc2ccccc2)CCCN(c2ncnc3nc[nH]c23)C1 (configuration not stated)	-12%

The list is partial (hit frequency here may not be typical).
